Bioassay records as filed in PubChem.
TWEAK-Fn14 inh: inhibitors of TWEAK-Fn14 signaling, primary screen, luciferase reporter cells, uHTS; TWEAK-stimulated Fn14 reporter cells, luciferase luminescence, 8 h; inhibition, % at 10 µM; 2% of 360,000 active; AID 1159606, 2016; in the data active = inhibition above about 50%
TRAIL sens C8: viability loss with TRAIL in NB7+C8 cells, primary screen, TRAIL sensitizer project, cell-based, ATPlite luminescence; inhibition (viability loss, TRAIL sensitization), % at 10 µM; 1% of 360,000 active; AID 624354, 2012;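 active = compounds causing at least 50% loss of cell viability in the single-dose screen, relative to plate controls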
NR2E3 ag-1: inhibitors of NR2E3-RetCOR corepressor binding, primary screen, NR2E3 agonist project, biochemical, TR-FRET, GST-NR2E3, biotin-RetCOR; 1536-well; inhibition of corepressor binding, % at 4.78 µM; 0.12% of 320,000 active; AID 2300, 2010;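 active = percent inhibition above the cutoff of mean plus 3 SD of all tested compounds, set per screening campaign, cut at about 20% in these data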;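 note: 0% = DMSO wells and 100% = biotin wells as full block of FRET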
Target sequence (Q9Y5X4 whole entry, looked up): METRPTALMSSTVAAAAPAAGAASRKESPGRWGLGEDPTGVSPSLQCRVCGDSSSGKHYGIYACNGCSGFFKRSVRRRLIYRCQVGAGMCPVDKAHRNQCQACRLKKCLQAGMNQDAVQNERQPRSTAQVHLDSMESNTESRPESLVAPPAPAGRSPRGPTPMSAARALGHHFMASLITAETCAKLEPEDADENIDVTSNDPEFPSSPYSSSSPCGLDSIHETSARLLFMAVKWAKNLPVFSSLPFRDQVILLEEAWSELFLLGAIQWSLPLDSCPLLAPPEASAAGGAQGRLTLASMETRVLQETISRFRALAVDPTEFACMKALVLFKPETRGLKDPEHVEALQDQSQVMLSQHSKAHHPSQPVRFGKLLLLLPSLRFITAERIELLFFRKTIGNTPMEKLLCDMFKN
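system = GST-tagged NR2E3 plus biotinylated RetCOR corepressor | input = 1.35 nM GST-NR2E3 | also added = 7 nM biotin-RetCOR | schedule = 5 h incubation at 4 °C | measured by = TR-FRET with europium anti-GST and streptavidin-D2, 340 nm excitation | read-out = percent loss of FRET ratio relative to control wells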
NR2E3 ag-2: NR2E3 agonists in two-hybrid cells, primary screen, cell-based, luminescence, CHO-S, Gal4-NCOR/VP16-NR2E3; Photoreceptor-specific nuclear receptor (Homo sapiens), Q9Y5X4; luciferase; inhibition of corepressor binding, % at 3.98 µM; 0.35% of 360,000 active; AID 602229, 2012;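 active = inhibition above the mean of all tested compounds plus 3 SD, cut at about 70% in these data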;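 note: 0% = DMSO with NR2E3 transfected cells and 100% = cells lacking NR2E3 construct; higher means lower luciferase signal from less NR2E3 corepressor binding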
CF NFkB inh: inhibitors of PAF-induced NF-kB signaling, primary screen, cell-based, GFP fluorescence, uHTS. KKLEB NF-kB-GFP reporter, GFP fluorescence overnight. inhibition, % at 5 µM. 0.86% of 360,000 active. AID 588850, 2011;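 active = at least 50% inhibition at 5 µM, scaled per plate between neutral and stimulator controls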;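 note: PAF is a Pseudomonas aeruginosa culture filtrate used as stimulus; plate controls were PAF-stimulated DMSO wells for no effect and unstimulated DMSO wells for full effect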
KKLEB cytotox: cytotoxicity in KKLEB CF airway cells, primary screen, cytotoxicity control for CF NF-kB inhibitor project, cell-based, uHTS, fluorescence assay plates; activity change (cytotoxicity), % at 5 µM; KKLEB CF airway cells viability, ATPlite luminescence, overnight; active compounds read low; cells stimulated with P. aeruginosa culture filtrate; 0.36% of 360,000 active;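 active = corrected activity change at or below -50% at 5 µM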
TROY NFkB inh: inhibitors of TROY-driven NF-kB signaling, primary screen, Q293 LMP1-TROYcd cells, NF-kB luciferase, uHTS | 0.98% of 360,000 active | Q293 LMP1-TROYcd NF-kB luciferase reporter, 4 h | inhibition, % at 10 µM;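 active = compounds whose plate-normalised and pattern-corrected inhibition of the luciferase reporter signal at the single screening dose is 50% or more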
Shn3 3UTR inh: reduction of Shn3 3'UTR firefly luciferase signal, primary screen, Schnurri-3 inhibitor project, cell-based, Clone20 osteoblasts, set 2. Clone20 osteoblast Shn3 3'UTR firefly luciferase, 24 h. inhibition, % at 12.5 µM. 0.52% of 360,000 active;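 active = mean inhibition of at least 75% with every replicate also reaching 75%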;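 note: 0% = median of neutral control wells and 100% = pilot-screen positive control compound; some compounds past the cut are filed as inactive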
HIF-2a block: HIF-2a reporter inhibitors, primary screen, luminescence, 786-0 RCC cells; 786-0 RCC cells HIF-2a reporter, luciferase luminescence, overnight; inhibition, % at 18.8 µM; 0.72% of 360,000 active;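 active = inhibition of the luminescence signal of 40% or more relative to plate controls, in a single-dose primary screen at 18.75 µM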
MITF TRPM1 inh: inhibitors of MITF-dependent TRPM1 promoter reporter, primary screen, cell-based, SK-MEL-5, single point, luciferase. SK-MEL-5 TRPM1 promoter luciferase, 24 h. inhibition, % at 12.5 µM. 0.83% of 330,000 active;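 active = mean inhibition across replicates of 60% or more, whatever share of single replicates reaches that level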; note: values of inactives mirror those of a sister screen read the other way
Peg3 prom inh: Peg3 promoter-driven luciferase inhibitors, primary screen, cell-based, HeLa, luciferase luminescence. HeLa PEG-Prom luciferase reporter, overnight. inhibition, % at 20 µM. 1.7% of 360,000 active;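 active = inhibition of at least 50% at 20 µM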
* marks the source's active call; other numbers are inactive results; i = inactive; / = not tested or not shown.

Order of results – NR2E3 ag-1	Shn3 3UTR inh	MITF TRPM1 inh	TRAIL sens C8	NR2E3 ag-2	HIF-2a block	TROY NFkB inh	CF NFkB inh	Peg3 prom inh	TWEAK-Fn14 inh	KKLEB cytotox
- CCCn1c(=O)c2sccc2n2c(CCCC(=O)NCc3ccco3)nnc12
  -2	14	9	9	12	12	-1	-7	8	20	-2
- O=C(COc1ccc(/C=N/NS(=O)(=O)c2ccccc2)cc1)NCc1ccccc1
  2	-11	-3	-7	-9	13	-5	6	7	-12	10
- Cc1cc(Nc2n[nH]c(N)c2C#N)ccc1F
  -1	-15	-10	-5	8	-24	-32	-6	-32	-4	13
- CSc1cccc(NC(=O)CSc2nnc(C)s2)c1
  1	-4	7	8	28	14	-5	-12	-2	-4	-12
- O=[N+]([O-])c1ccc2oc(-c3cccc(O)c3)nc2c1
  -2	-63	-37	24	-103	-236	-45	-42	-157	6	-2
- Clc1ccccc1Sc1cnc2ccccc2n1
  12	-23	-8	0	0	-127	-37	-10	-92	-9	3
- O=C1CCCC2=C1C(c1ccc(O)c(O)c1)c1c(ccc3ncccc13)N2 (stereo not given)
  4	-7	7	-7	-19	-14	-17	-3	0	-5	-2
- N#CCC(CNc1ncc(C(F)(F)F)cc1Cl)OC(=O)c1c(F)cccc1F (stereo not given)
  -4	-13	5	16	-1	-22	-2	1	-5	-23	2
- O=C(COC(=O)c1ncc(Cl)c(Cl)c1Cl)Nc1cccnc1Cl
  2	-8	4	-10	13	-5	16	-22	2	-25	10
- O=C(CCc1nnc(CCCc2ccccc2)o1)N1CCCCCC1
  -5	-82	-65	-5	-87	-262	-35	-24	-204	-28	14
- Cc1cc(Cl)c2oc(C(=O)N3CCOCC3)c(C)c2c1
  /	-83	/	9	-60	-196	-90	-14	-250	-10	5
- COc1ccc(-n2ncc3c(NCc4cccs4)ncnc32)cc1
  0	-85	-84	18	-160	-343	-58	9	-289	6	7
- CC1(Cc2cc(Cl)ccc2C(F)(F)F)C(=O)Nc2ccc(-c3ccc(F)c(Cl)c3)cc21 (stereo not given)
  /	37	/	4	14	6	0	16	20	11	-13
- CN(CCc1ccccn1)C1CCCN(S(=O)(=O)c2ccccc2Cl)C1 (stereo not given)
  -2	13	3	13	-9	6	1	-8	11	-18	-3
- CSc1ccc(/C=C/C(=O)OCC(=O)NC2CCCC2)cc1
  /	-9	/	-10	-13	8	-1	-13	11	2	-3
- Cc1ccc(N(C)S(=O)(=O)c2cccc(C(=O)NCC(c3cccs3)N3CCOCC3)c2)cc1 (stereo not given)
  0	10	6	-3	10	13	1	-8	6	12	24
- O=C(COC(=O)c1ccc(S(=O)(=O)Nc2ccccc2)cc1)NCCN1C(=O)CSC1=O
  3	-19	14	3	-8	20	18	17	3	-6	-2
- O=C(c1ccc2nc(N3CCOCC3)sc2c1)N1CCN(c2ccc(Cl)cc2)CC1
  -2	13	5	-10	-13	-2	23	-6	12	-20	3
- Cc1cccc(-c2noc(CCC(=O)NC3CCCCC3)n2)c1
  -3	-8	-4	-1	-28	-18	-3	-9	1	20	8
- COc1cc2c(cc1NC(=O)c1cccc([N+](=O)[O-])c1)oc1ccccc12
  5	28	52	50*	-25	-7	11	-10	38	-18	1
- CC(=O)NC(C(=O)c1ccccc1)C(=O)c1ccccc1
  2	-21	-9	-10	-2	7	13	8	-4	14	10
- COc1ccc(C(=O)c2ccc(Br)cc2)c(OC)c1OC
  /	4	9	-7	-36	-7	7	6	12	17	-25
- O=C(c1cc2cc(Cl)ccc2[nH]1)N1CCN(c2ccc(F)cc2)CC1
  -4	-1	1	-9	18	14	-11	-6	15	2	10
- Cc1ccc(Cl)cc1Nc1nc(-c2cccnc2)cs1
  4	-3	-13	10	-22	-97	-26	8	-79	-6	-1
- CC(C)(C)N(Cc1ccccc1)C(=O)c1ccc(Cl)cc1[N+](=O)[O-]
  -1	7	-8	-8	1	26	-3	7	27	5	-3
- CCC(C)C(N)C1=NC(C(=O)N[C@@H](CC(C)C)C(=O)N[C@H](CCC(=O)O)C(=O)N[C@H](C(=O)N[C@H]2CCCCNC(=O)[C@H](CC(N)=O)NC(=O)[C@@H](CC(=O)O)NC(=O)[C@H](Cc3cnc[nH]3)NC(=O)[C@@H](Cc3ccccc3)NC(=O)[C@H]([C@@H](C)CC)NC(=O)[C@@H](CCCN)NC2=O)[C@@H](C)CC)CS1 (stereo not given in full)
  /	-19	-6	-10	-3	-16	-6	-17	-3	-17	1
- Cc1nnc(N(CCC#N)CCC#N)s1
  -1	12	-2	11	4	12	/	-9	13	85*	16
- Cc1ccc(C(=O)Nc2cccc(C(=O)NCc3ccco3)c2)cc1
  0	51	-13	4	56	-90	-38	3	-81	-2	3
- O=C(CSc1cccc2cccnc12)N/N=C/c1ccc(F)cc1
  2	-42	-13	17	-13	11	-11	3	10	-25	0
- CN/S(=N/S(=O)(=O)c1ccccc1)c1ccc(C)cc1 (stereo not given)
  0	-6	13	20	-19	9	-5	0	-3	-8	2

A second format for some results above.
canonical_smiles	NR2E3 ag-1	Shn3 3UTR inh	MITF TRPM1 inh	TRAIL sens C8	NR2E3 ag-2	HIF-2a block	TROY NFkB inh	CF NFkB inh	Peg3 prom inh	TWEAK-Fn14 inh	KKLEB cytotox
Cc1nnc(N(CCC#N)CCC#N)s1	-1	12	-2	11	4	12	/	-9	13	85*	16
COc1ccc(C(=O)c2ccc(Br)cc2)c(OC)c1OC	/	4	9	-7	-36	-7	7	6	12	17	-25
O=C(c1ccc2nc(N3CCOCC3)sc2c1)N1CCN(c2ccc(Cl)cc2)CC1	-2	13	5	-10	-13	-2	23	-6	12	-20	3
CC(=O)NC(C(=O)c1ccccc1)C(=O)c1ccccc1	2	-21	-9	-10	-2	7	13	8	-4	14	10
Cc1ccc(N(C)S(=O)(=O)c2cccc(C(=O)NCC(c3cccs3)N3CCOCC3)c2)cc1 (stereo not given)	0	10	6	-3	10	13	1	-8	6	12	24
CN/S(=N/S(=O)(=O)c1ccccc1)c1ccc(C)cc1 (stereo not given)	0	-6	13	20	-19	9	-5	0	-3	-8	2
Cc1ccc(C(=O)Nc2cccc(C(=O)NCc3ccco3)c2)cc1	0	51	-13	4	56	-90	-38	3	-81	-2	3

The list goes on:
Order of results – NR2E3 ag-1	Shn3 3UTR inh	MITF TRPM1 inh	TRAIL sens C8	NR2E3 ag-2	HIF-2a block	TROY NFkB inh	CF NFkB inh	Peg3 prom inh	TWEAK-Fn14 inh	KKLEB cytotox
- COc1ccc2nc(-c3ccccc3)[nH]c2c1
  0	-49	-35	51*	-120	-140	-47	8	-180	31	-13
- CCOC(=O)Cc1nnc(Nc2cc(C)ccc2C)c2ccccc12
  -1	18	5	-10	-4	28	12	15	13	4	-10
- COc1nc(Nc2cccc(C(F)(F)F)c2)nc(OC)n1
  1	0	-16	28	-5	-140	-26	-21	-60	-15	1
- Cc1ccc(S(=O)(=O)N/N=C2\C(=O)C3(C)CCC2C3(C)C)cc1 (stereo not given)
  -1	10	6	-7	4	11	18	-7	9	-20	3
- O=C(NC1CCCC1)c1ccc2c(c1)N(Cc1ccc(F)cc1)CCS2
  7	-10	-6	-3	-6	8	-23	10	22	17	13
- COc1cc2c3nnc(-c4ccc(F)cc4)c-3cn(Cc3ccc(C)cc3)c2cc1OC
  2	18	85*	84*	-4	-1	-18	-94	66*	i	-12
- O=C(NC12CC3CC(CC(C3)C1)C2)N1CCN(C(=O)C2CCCO2)CC1 (stereo not given)
  -4	-39	3	6	-4	9	1	-7	6	11	-16
- O=C(O)c1ccc(Sc2ccccn2)c([N+](=O)[O-])c1
  2	-14	3	-6	0	12	1	-14	3	8	6
- COc1cc([N+](=O)[O-])ccc1NC(=O)N1CCCCCC1
  -3	-3	-13	-3	-15	-40	-33	1	-21	8	-7
- CCN(CC(=O)NCc1cccs1)C(=O)C(c1ccccc1)c1ccccc1
  3	-1	0	0	3	13	9	-25	11	6	15
- Cc1nnc(N2C(=O)C(O)=C(C(=O)c3ccco3)C2c2cccc([N+](=O)[O-])c2)s1 (stereo not given)
  3	-10	0	21	6	1	3	-46	-1	2	19
- CCOc1cc(NC(=O)c2ccccn2)c(OCC)cc1NC(=O)CC(C)C
  /	-3	3	11	-8	-5	-7	11	27	27	4
- C[C@@H](NC(=O)c1nc[nH]c1C(=O)NCC(=O)OCc1ccccc1)c1ccccc1
  1	-14	-11	-10	-2	5	-4	3	9	6	-8
- CCOc1ccc(C(=O)/C=C/c2cn(CN3CCN(C)CC3)c3ccccc23)cc1
  -1	-7	-59	2	-90	-327	0	-16	-191	12	14
- Cc1ccc(S(=O)(=O)CC(=O)Nc2ccc(Cl)cn2)cc1
  1	0	7	-21	-20	10	-1	2	12	-10	13
- O=C1CCC/C(=N/NC(=O)c2ccc(NS(=O)(=O)c3cccs3)cc2)C1
  1	3	3	4	11	25	-3	-20	4	18	-4
- O=C(Nc1ccc(N2CCN(C(=O)c3cccs3)CC2)cc1)c1ccc(Br)o1
  4	24	-5	4	26	-26	6	14	-36	-16	1

As a working copy, 2 of the compounds above:
Order of results – NR2E3 ag-1	Shn3 3UTR inh	MITF TRPM1 inh	TRAIL sens C8	NR2E3 ag-2	HIF-2a block	TROY NFkB inh	CF NFkB inh	Peg3 prom inh	TWEAK-Fn14 inh	KKLEB cytotox
- COc1cc2c3nnc(-c4ccc(F)cc4)c-3cn(Cc3ccc(C)cc3)c2cc1OC
  2	18	85*	84*	-4	-1	-18	-94	66*	i	-12
- O=C(NC12CC3CC(CC(C3)C1)C2)N1CCN(C(=O)C2CCCO2)CC1 (stereo not given)
  -4	-39	3	6	-4	9	1	-7	6	11	-16

Records listed above shown as hits in MITF TRPM1 inh.
structure | NR2E3 ag-1 | Shn3 3UTR inh | MITF TRPM1 inh | NR2E3 ag-2 | HIF-2a block | CF NFkB inh | Peg3 prom inh | TWEAK-Fn14 inh
COc1cc2c3nnc(-c4ccc(F)cc4)c-3cn(Cc3ccc(C)cc3)c2cc1OC | 2 | 18 | 85* | -4 | -1 | -94 | 66* | i

Not all compounds are listed; count on the stated rates, not on these rows.
